Screens: PubChem, several laboratories
proCasp3 act – activates human procaspase-3; P42574; recombinant procaspase-3 D3A, Ac-DEVD-pNA absorbance 405 nm; activation, % at 8.5 µM; 0.11% of 330,000 active;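 active = activation above the mean of all tested compounds plus 3 SD, cut at about 21% in these data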;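 also: 0% = DMSO alone and 100% = DMSO wells spiked with extra 5 µM PC-3 D3A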
Target sequence (P42574 whole entry D9A/D28A/D175A): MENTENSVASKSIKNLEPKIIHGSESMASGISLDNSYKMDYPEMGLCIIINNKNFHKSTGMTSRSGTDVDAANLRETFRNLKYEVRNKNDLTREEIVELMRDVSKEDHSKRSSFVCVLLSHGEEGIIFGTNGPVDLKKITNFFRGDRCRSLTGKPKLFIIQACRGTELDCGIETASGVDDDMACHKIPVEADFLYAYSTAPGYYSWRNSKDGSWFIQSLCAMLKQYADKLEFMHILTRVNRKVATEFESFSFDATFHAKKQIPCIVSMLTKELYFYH
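Technique: 405 nm absorbance of p-nitroaniline, reads at 0 and 120 min; Test system: Procaspase-3 D3A mutant; Incubation: 1 h enzyme-compound preincubation, then 2 h substrate reaction, 25 °C; Repeats: singlicate, each compound tested once; Benchmarks: low control DMSO wells, high control DMSO plus 5 µM PC-3 D3A.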
GRK2 aptamer HTS – inhibitors of human GRK2 displacing RNA aptamer. P25098. inhibition of aptamer binding, % at 10 µM. bead flow cytometry, FAM-aptamer displacement from GRK2. 0.59% of 330,000 active;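 active = inhibition of aptamer binding above 40%, roughly 3 SD of noise, on plates passing a quality check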;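 also: median bead fluorescence of bound FAM aptamer so fluorescent compounds give negative values; no value below 0 was filed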
Target sequence (P25098 whole entry, looked up): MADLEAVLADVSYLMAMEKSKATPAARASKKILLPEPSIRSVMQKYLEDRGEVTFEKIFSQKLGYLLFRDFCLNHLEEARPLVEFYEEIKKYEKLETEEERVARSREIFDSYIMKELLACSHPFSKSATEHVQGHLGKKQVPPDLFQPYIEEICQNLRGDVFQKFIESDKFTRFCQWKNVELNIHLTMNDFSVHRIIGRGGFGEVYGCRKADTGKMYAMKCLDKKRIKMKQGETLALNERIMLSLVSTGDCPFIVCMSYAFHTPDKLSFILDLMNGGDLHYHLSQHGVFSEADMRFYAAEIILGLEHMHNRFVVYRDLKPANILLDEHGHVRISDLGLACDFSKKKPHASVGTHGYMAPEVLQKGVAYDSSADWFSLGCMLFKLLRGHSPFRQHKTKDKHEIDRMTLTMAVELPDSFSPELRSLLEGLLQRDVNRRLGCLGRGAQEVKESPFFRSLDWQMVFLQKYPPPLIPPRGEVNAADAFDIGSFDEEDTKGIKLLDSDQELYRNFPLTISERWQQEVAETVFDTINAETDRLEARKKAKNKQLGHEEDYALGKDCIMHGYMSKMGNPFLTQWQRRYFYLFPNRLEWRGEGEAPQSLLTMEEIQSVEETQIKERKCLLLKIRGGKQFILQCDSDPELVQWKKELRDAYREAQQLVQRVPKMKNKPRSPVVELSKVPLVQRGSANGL
HCV core dimer – blocks dimerization of HCV core protein; TR-FRET GST/Flag-core106 dimerization, 1536-well; inhibition, % at 5 µM; 0.33% of 300,000 active; AID 1899;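 active = inhibition above the mean of all tested compounds plus 3 SD, set per screening campaign, cut at about 45% in these data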
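Test system: GST/Flag-tagged HCV core106 proteins; Medium: KF-containing HEPES buffer, pH 7.45, DTT, CHAPS, BSA; Times: compound-protein-antibody incubation 4 h at 22.5 °C; Detection: TR-FRET 671 and 617 nm emission; Benchmarks: wells lacking GST-core106 and wells with excess unlabelled core106.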
PP5 inh – blocks human protein phosphatase 5 activity; P53041; purified PP5c, OMFP substrate fluorescence; inhibition, % at 6.7 µM; 0.18% of 320,000 active; AID 1987;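 active = inhibition above the campaign's mean inhibition across all tested compounds plus 3 SD, cut at about 9.5% in these data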;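 also: 0% = DMSO only and 100% = 100 µM cantharidin control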
CTSL1 counter – blocks F. hepatica cathepsin L1 in PFM18AAP counter-screen | recombinant F. hepatica cathepsin L1, Z-Leu-Arg-MCA fluorescence | inhibition, % at 5.96 µM | AID 1906 | 0.49% of 300,000 active;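 active = inhibition above the mean of all tested compounds plus 3 SD, set per screening campaign, cut at about 17% in these data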;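 also: 0% = plate median of test compound wells and 100% = 1 µM Z-Phe-Ala-diazomethylketone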
VLA-4 inh – inhibition in a human VLA-4 binding assay; P13612; VLA-4 expressing cells, ligand binding flow cytometry; inhibition, % (about 7 µM as worked out from the volumes in the protocol); 0.2% of 330,000 active; in the data active = inhibition above about 50%
PP1 inh – counter-screen for PP5 inhibitors: inhibitors of human PP1-alpha. P62136. purified PP1alpha, OMFP fluorescence. inhibition, % at 6.7 µM. 0.9% of 320,000 active. AID 2235;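 active = inhibition above the mean inhibition of all tested compounds plus 3 SD, computed separately for each screening campaign, cut at about 15% in these data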
proCasp7 act – activates human procaspase-7, counter-screen for procaspase-3 activators. recombinant procaspase-7, Ac-DEVD-pNA absorbance 405 nm; D23A/D198A/D206A triple mutant, cannot self-cleave; scale: DMSO 0, 5 µM enzyme 100. 0.093% of 330,000 active. P55210. activation, % at 8.5 µM. AID 463210;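 active = percent activation above the screen-wide mean plus 3 SD, cut at about 25% in these data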
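Replicates: singlicate. Assay system: Procaspase-7 triple mutant (PC-7 D3A). Signal: 405 nm absorbance of p-nitroaniline. Times: 1 h preincubation, 2 h reaction. Buffer or medium: Zinc-free HEPES pH 7.4 with 300 mM NaCl, 0.01% Triton X-100. Also added: DEVD-pNA substrate. Benchmarks: DMSO wells as 0%, DMSO with 5 µM added PC-7 as 100%.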
JMJD2C inh – inhibitors of human GASC-1 (JMJD2C) demethylase; Q9H3R0; AID 2099; GST-JMJD2C(1-420) H3K9me3 demethylation, DELFIA europium; 0.069% of 330,000 active; inhibition, % at 2.35 µM;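 active = more than half of a compound's replicate wells show inhibition beyond 50%, single wells judged on their own value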;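 also: signal counts dimethyl H3K9 product captured on neutravidin plate; 0% = median of DMSO wells and 100% = 0.3 times that DMSO median; strong numbers were not always called active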
The depositor's hits bear a star; x = not tested or not shown; & = joins results of further samples. Rows were taken by chance; 2.6% or so of the library scored in one or more.

canonical_smiles	CTSL1 counter	HCV core dimer	GRK2 aptamer HTS	VLA-4 inh	proCasp7 act	PP1 inh	PP5 inh	proCasp3 act	JMJD2C inh
CN(C)c1ccc(/C=N/n2ncc3ccccc32)cc1	0	-7	1	-18	8	-3	1.1	6	5
O=C(COC(=O)c1ccco1)Nc1cccc(Br)c1	-4	-7	0	2	9	-2	1.4	5	2
CCCOC(=O)NC(CC)COC(=O)Nc1cc(C)ccc1C (configuration not stated)	0	5	1	13	1	-2	2.1	2	9
COc1ccc(Cl)cc1-c1n[nH]c(=S)o1	-2	7	1	10	-15	-1	3.0	-5	-2
CN(C)c1ccc(N=C/C=C2\N(C)c3ccccc3C2(C)C)cc1	1	-34	0	-188	-19	1	4.0	-15	-2
COc1ccc(CNC(=O)C(c2ccc(C)o2)N(Cc2cccs2)C(=O)Cc2cccs2)cc1 (configuration not stated)	4	24	7	-10	-11	10	2.6	-7	3
CCCC1CC(C(=O)NC(C(C)Cl)C2OC(SC)C(O)C(O)C2O)N(C)C1 (configuration not stated)	-2	-1	2	1	-2	1	-1.2	4	0
O=C(COC(=O)CCC(=O)c1ccc(F)cc1)Nc1ccc2[nH]c(=O)[nH]c2c1	-48	-10	0	18	8	0	-1.8	-2	-9
O=C1c2oc3ccccc3c(=O)c2C(c2cccs2)N1CCCN1CCOCC1 (configuration not stated)	-1	-1	0	-4	-27	0	-1.4	-7	-1
Cc1cccc(NC(=O)c2cnc3n(c2=O)CCS3)c1	-1	0	0	1	8	2	-0.9	-3	x
COc1ccc(C(=O)O/N=C(\N)Cc2ccc(Cl)cc2Cl)cc1OC	-2	8	21	8	-3	0	0.3	6	5
CC(=O)n1cc([C@@H]2C=C(C(=O)N3CCN(Cc4ccc5c(c4)OCO5)CC3)O[C@H](OCCCCO)C2)c2ccccc21	0	0	0	-1	0	0	3.4	11	2
O=C(CCN1C(=O)/C(=C/c2ccco2)SC1=S)Nc1ccc(C(=O)O)c(O)c1	4	4	3	4	-14	2	3.1	-11	-2
CN(C(=O)CN1C(=O)/C(=C/c2ccccc2Cl)SC1=S)C1CCS(=O)(=O)C1 (configuration not stated)	2	-1	1	13	-8	0	2.4	0	-5
Cc1c(NS(=O)(=O)c2cc(C(=O)NCC3CCCO3)cc(Cl)c2Cl)c(=O)n(-c2ccccc2)n1C (configuration not stated)	8	2	0	4	-5	-5	3.4	4	23
C=CCn1c(Cc2c[nH]c3ccccc23)n[nH]c1=S	1	0	3	2	-10	0	0.7	-11	-5
CCOC(=O)N1CCC(NC(=O)CN2C(=O)COc3ccc(C(C)(C)C)cc32)CC1	-6	0	3	-10	-4	-5	1.1	-2	-12
COc1ccc(C(=O)C(c2ccccc2)N2CCOCC2)cc1 (configuration not stated)	-1	2	1	2	4	-3	3.8	1	16
Nc1nnc(SCc2ccc3c(c2)OCO3)s1	-2	-4	2	25	7	-5	0.8	1	17
Cc1oc(-c2ccccc2Cl)nc1CS(=O)CC(=O)NCc1ccco1 (configuration not stated)	-2	-4	0	-1	2	-1	0.6	7	1
COc1ccccc1C(=O)Nc1cc2ccccc2oc1=O	-2	1	0	-6	8	-2	-0.1	8	-7
Cc1c(NS(=O)(=O)c2ccc(N3CCCCC3)c([N+](=O)[O-])c2)c(=O)n(-c2ccccc2)n1C	-1	-10	0	-4	-13	-2	1.4	4	-2
Cc1cc(C)n2nc[n+](C)c2n1	-2	-6	9	-5	-4	-5	1.0	-6	6
CCOc1cc(/C=C/C(=O)OCC(=O)NCC2CCCO2)cc(Cl)c1OC (configuration not stated)	x	x	0	-19	2	x	x	14	-4
CC1CC2(CCCC2)N(C(=O)N(C)C)c2ccc(F)cc21 (configuration not stated)	0	-4	2	10	-8	-2	1.6	8	-7
C=CCC1(CC=C)CCCN1C(=O)CC1C(=O)NCCN1Cc1cc(OC)cc(OC)c1 (configuration not stated)	-1	-2	1	-6	-1	1	0.1	10	-2
CCOC(=O)c1sc(C)c2c1NC(C)(c1cccs1)NC2=O (configuration not stated)	4	6	2	-5	-7	-2	2.6	5	1
COC(=O)C1=C(C)NC(C)=C(C(=O)OC)C1C(=O)OC(C)C(=O)c1ccccc1 (configuration not stated)	3	-2	2&0	-10&-11	1&6	-1&-3	-0.1&-0.2	4&5	6&11
O=C(NCc1ccccn1)C1CCCN(S(=O)(=O)c2cccc3nsnc23)C1 (configuration not stated)	-4	-6	0	2	3	-2	0.3	3	0
CCN(CC)S(=O)(=O)c1cccc(-c2nnc(SCC(=O)NC)n2CCc2ccccc2)c1	-1	-4	2	3	6	1	2.1	9	6&-24
O=[N+]([O-])c1ccc(N2CCN(c3ccc(O)cc3)CC2)c(Cl)c1	-1	-12	0	4	-26	-1	2.3	-8	1
O=C(c1ccccc1Br)N1CCn2c1nc1ccccc12	2	-4	1	-7	2	1	-0.7	0	-1
O=C(NCCn1cc(SCC(=O)N2CCOCC2)c2ccccc21)c1ccccc1	-2	-5	1	-28	9	-3	-0.1	4	0
COc1cccc(-c2c(-c3cc(OC)cc(OC)c3)n(C)c3ccc(-c4cccc5[nH]ccc45)cc23)c1	x	x	0	0	-6	-1	1.4	2	-4
CCOc1ccc(CNc2nnnn2C)cc1	0	3	0	1	10	-6	-1.9	2	1
O=C1c2cccc([N+](=O)[O-])c2C(=O)N1CCO	0	-9	1	13	11	-1	2.3	2	-9
COc1ccc(-c2nc3ccccc3nc2-c2ccc(OC)cc2)cc1	3	8	3	9	33*	1	1.2	32*	-27
Cc1ccc(C(=O)N2CCCC(Nc3cccc(F)c3)C2)cc1N1CCNC1=O (configuration not stated)	-1	11	0	3	3	-1	3.2	2	-16
CN(C)c1ccc(C(=O)OCc2ccc(Br)cc2)cc1	-4	7	0	18	-1	0	1.1	1	-3
O=C(NC1CC2CCC1C2)C1CCN(S(=O)(=O)c2ccc(-c3nn[nH]n3)cc2)CC1 (configuration not stated)	1	-1	0	21	17	-4	0.7	10	5
CCOc1ccc(N(C)S(=O)(=O)c2ccc3[nH]cc(C(=O)NCC4CCCO4)c(=O)c3c2)cc1 (configuration not stated)	0	4	0	-10	14	11	3.4	4	-5
COc1ccccc1/C=C/C(=O)NCC(=O)N/N=C(\CCC(=O)O)c1ccccc1	-3	-3	0	-1	3	-1	0.7	16	-5
S=C(NC1CCCCC1)N1CCOCC1	0	2	0	-1	3	-7	-0.7	-6	-29
COc1ccc(C)cc1NC(=O)CN(C)C1CCCCC1	3	10	4	2	-3	-4	1.4	2	0
COc1ccccc1NC(=S)N(Cc1cccs1)C1CCCC1	10	0	1	-2	8	-2	-0.9	0	-1
Cn1ncc2c(=O)[nH]cnc21	-5	-5	2	20	-2	-3	-0.9	-7	64
COc1ccc(NC(=O)CN(C)C(=O)C2CC(=O)N(Cc3ccc(C)cc3)C2)cc1 (configuration not stated)	2	1	0	-6	10	-4	-3.0	-13	5
O=C(NCCCN1CCOCC1)c1ccc(Sc2ccc(F)cc2)c([N+](=O)[O-])c1	1	-8	0	21	3	0	-2.2	-9	-2
COc1cccc(C(=O)OCCN2C(=O)c3ccccc3C2=O)c1OC	-1	3	0	25	-1	-1	3.5	3	1
O=C(Nc1cnc2ccccc2c1)c1cccnc1	1	6	1	23	4	-3	-0.7	6	7
CCNC(=O)CN(c1ccc(Oc2ccccc2)cc1)S(=O)(=O)c1ccccc1	2	-7	0	4	8	0	1.4	-2	-7
CCN(CC)C(=O)[C@]1(c2ccccc2)C[C@@H]1CN	1	-4	3	39	6	1	-0.3	-3	19
CCOc1ccc(N(CC(=O)N2CCN(c3ccc(F)cc3)CC2)S(=O)(=O)c2c(C)noc2C)cc1	7	-8	3	-3	-3	-2	4.9	7	-1
O=C(NCc1ccc2c(c1)OCO2)C1CCN(S(=O)(=O)c2ccc(F)cc2)CC1	2	0	1	5	8	-5	-1.2	0	14
CCOCCCNC(=O)c1cccs1	0	0	0	13	11	2	1.9	5	7
Cc1cc(C)c2c(=O)[nH]c(SCC(=O)NCc3ccccc3)nc2n1	2	4	2	3	-3	-2	-1.3	3	-2
Cc1nc2sc(-c3ccccc3)cc2c(=O)n1N	-2	0	0	7	2	-2	0.5	0	4
COC(=O)c1cccc(NC(=O)Nc2ccc(Cl)c(Cl)c2)c1	2	0	2	29	-1	-3	7.7	-1	8
Cc1cc2oc(=O)cc(CN3CCOCC3)c2cc1Cl	2	-10	0	-6	2	-1	2.1	3	-9

Quoted at random: two entries already listed
canonical_smiles	CTSL1 counter	HCV core dimer	GRK2 aptamer HTS	VLA-4 inh	proCasp7 act	PP1 inh	PP5 inh	proCasp3 act	JMJD2C inh
CCN(CC)C(=O)[C@]1(c2ccccc2)C[C@@H]1CN	1	-4	3	39	6	1	-0.3	-3	19
CCOc1ccc(N(CC(=O)N2CCN(c3ccc(F)cc3)CC2)S(=O)(=O)c2c(C)noc2C)cc1	7	-8	3	-3	-3	-2	4.9	7	-1
